Screens from PubChem BioAssay.
TRHR PAM: allosterically enhances the human TRH receptor | AID 493056 | P34981 | actives 0.66% (n = 360,000) | TRHR cells, fluo-8 calcium fluorescence, EC20 TRH enhancement | enhancement, % at 2 µM; in the data active = enhancement above about 30%; note: 0% is about no effect
Target sequence (P34981 whole entry, looked up): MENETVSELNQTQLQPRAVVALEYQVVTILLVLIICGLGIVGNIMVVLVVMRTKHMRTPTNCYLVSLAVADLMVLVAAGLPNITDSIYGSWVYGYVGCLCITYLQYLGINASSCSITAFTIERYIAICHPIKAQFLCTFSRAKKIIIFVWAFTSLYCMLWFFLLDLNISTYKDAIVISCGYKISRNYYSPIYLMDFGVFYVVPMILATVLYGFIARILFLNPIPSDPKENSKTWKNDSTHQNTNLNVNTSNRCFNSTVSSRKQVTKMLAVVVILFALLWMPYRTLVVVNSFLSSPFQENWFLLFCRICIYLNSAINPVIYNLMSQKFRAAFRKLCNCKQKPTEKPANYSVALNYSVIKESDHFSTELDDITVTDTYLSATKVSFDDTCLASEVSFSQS
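TRHR-expressing cells loaded with fluo-8 calcium dye were read kinetically (ex 480/em 530) during compound addition, then stimulated with an EC20 of TRH (10 nM final). Enhancement of the Gq-mediated intracellular calcium response was scored.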
D2 agonist: D2 dopamine receptor (human) agonism | HEK293 T-REx D2 cells, calcium flux agonist mode | activation, % at 2 µM | actives 0.53% (n = 340,000) | AID 485358;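 active = activation over 3 SD above normal in the single-dose calcium agonist read, cut at about 30% in these data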; note: 0% is about no effect
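Agonism is scored from calcium flux in a force-coupled, inducible HEK293 cell line expressing D2, read kinetically for 180 s after compound addition against dopamine controls.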
D2 antag: D2 dopamine receptor (human) antagonism; P14416; HEK293 TREx D2 cells, calcium flux, dopamine EC80; actives 2% (n = 340,000); inhibition, % at 10 µM; in the data active = inhibition above about 30%; note: 0% is about no effect
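HEK293 T-REx D2 cells, tet-induced, calcium dye no-wash. Cpd pintool add, 180 s kinetic, then EC80 DA, 180 s kinetic. Ca flux read.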
TRHR ag: activates the human TRH receptor; activation, % at 2 µM; actives 0.18% (n = 360,000); TRHR cells, calcium flux fluo-8, FDSS agonist mode; P34981; note: 0% is about no effect
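Steps: seed TRHR cells overnight; add fluo-8 no-wash Ca dye, RT 30 min–1.5 h; record 10 s baseline; pin-transfer compounds; monitor fluorescence 1 cycle/s for the agonist window. Calcium increases flag candidate agonists.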
D1 potentiator: potentiators of human D1 dopamine receptor. potentiation, % at 10 µM. actives 0.036% (n = 360,000). AID 504651. HEK293 TREx D1 cells, calcium flux, dopamine EC20 potentiation. P21728; in the data active = potentiation above about 30%; note: 0% is about no effect
Target sequence (P21728 whole entry, looked up): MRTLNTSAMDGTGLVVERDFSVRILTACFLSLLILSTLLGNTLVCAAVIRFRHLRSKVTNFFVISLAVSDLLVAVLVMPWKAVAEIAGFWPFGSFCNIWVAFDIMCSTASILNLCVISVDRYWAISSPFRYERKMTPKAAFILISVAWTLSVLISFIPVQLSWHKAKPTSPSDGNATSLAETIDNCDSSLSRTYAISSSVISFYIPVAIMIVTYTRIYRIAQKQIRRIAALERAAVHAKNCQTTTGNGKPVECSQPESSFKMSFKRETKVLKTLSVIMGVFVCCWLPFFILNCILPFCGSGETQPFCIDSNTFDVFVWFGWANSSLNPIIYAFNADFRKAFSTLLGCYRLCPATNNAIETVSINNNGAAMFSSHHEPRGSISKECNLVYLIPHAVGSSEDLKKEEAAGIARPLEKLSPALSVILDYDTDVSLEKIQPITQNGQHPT
RXFP1 antagonist: blocks the human relaxin receptor RXFP1; Q9HBX9; HEK293-RXFP1, relaxin-stimulated cAMP HTRF, 30 min; hits give low values; activity change, negative = inhibition, % at 57.5 µM; actives 0.59% (n = 350,000);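 active = activity change of -60% or lower, but not beyond a set lower limit; inconclusive = change between -60% and -40%, or beyond the set limit; inactive = change above -40%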; note: % is set by controls: 0 for no effect and ±100 for the full control effect
D1 antagonist: blocks dopamine activation of the human D1 receptor; P21728; HEK293 TREx D1 cells, calcium flux, dopamine EC80; hits give low values; activity change, negative = inhibition, % at 10 µM; actives 3.2% (n = 360,000); AID 504652; in the data active = activity change below about -30%; note: % is set by controls: 0 for no effect and ±100 for the full control effect
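Calcium flux readout: force-coupled, inducible Hek293 Trex D1 line, cells induced overnight at 30 C with tetracycline, dye-loaded 30–90 min at RT. Antagonism scored against EC80 dopamine challenge given 180 s after compound.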
D1 agonist: human D1 receptor agonism; P21728; HEK293 T-REx D1 cells, calcium flux, agonist mode; activation, % at 2 µM; actives 1% (n = 360,000); note: 0% is about no effect
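Inducible HEK293 T-REx D1 cells, force-coupled to calcium signalling, were plated at 4000 cells/well with tetracycline and held overnight at 30 C. After no-wash calcium dye loading, compound-evoked calcium rise over 180 s flagged agonists.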
D2 PAM: positively modulates the human D2 dopamine receptor allosterically; potentiation, % at 10 µM; actives 0.34% (n = 340,000); P14416; HEK293 T-REx D2, calcium flux, EC20 dopamine potentiation;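 active = potentiation over 3 SD above the plate norm, cut at about 30% in these data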; note: 0% is about no effect
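Calcium flux readout, no-wash dye, 1 read/s. Inducible HEK293 Trex D2 line, overnight 30 C. Compound alone 180 s (agonist flags), then EC20 dopamine, another 180 s to score potentiation.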
The depositor's hits bear a star; ? = inconclusive; nt = no result given. Cut-off read from the data, not from the text of the source, unless noted: active = activation above about 30%; inactive = the rest.

Order of values – D2 agonist	D1 antagonist	D1 potentiator	TRHR ag	D2 antag	TRHR PAM	D2 PAM	D1 agonist	RXFP1 antagonist
1	COc1ccc(S(=O)(=O)N(C)C)cc1NC(=O)CCCSc1ccccc1
 : -0.6	-2	-6	0.1	48*	-3	nt	11	-16
2	Cc1ccc(NC(=O)C2CSC3(C)CCC(=O)N23)cc1S(=O)(=O)N1CCCCCC1 (centres undefined)
 : -0.8	0	0	-4.4	-13	-10	-1	2	-1
3	COc1ccc(OCC(=O)N2CCN(S(=O)(=O)c3ccc(Cl)s3)CC2)cc1
 : 0.3	-1	-2	0.5	13	-5	-9	5	4
4	COc1cc(OC)cc(C(=O)N[C@H](C(=O)N2CCc3ccccc32)C(C)C)c1
 : 0.3	3	8	-0.1	-3	2	-1	3	-18
5	O=C(CN1c2ccccc2Sc2ccccc21)NNC(=O)Nc1ccc(Cl)c(Cl)c1
 : 0.2	-3	-11	-0.5	-4	-2	-5	2	?
6	Cc1ccc(NS(=O)(=O)c2cccc(C(=O)N/N=C/c3ccc4c(c3)OCCO4)c2)c(C)c1
 : -0.3	-15	-9	-0.4	-1	6	1	11	-7
7	N#CCC(=O)Nc1ccc(C(=O)OCC(=O)NNC(=O)c2ccc(Cl)cc2)cc1
 : 0.8	-3	2	3.2	2	-5	0	4	-16
8	C=CCOc1ccc(C=Nc2cccc(Cl)c2)c(O)c1
 : 0.8	-3	1	0.3	7	6	0	8	-2
9	O=C(CCCNS(=O)(=O)c1cccs1)N1CCN(c2cccc(Cl)c2)CC1
 : nt	-16	4	-0.4	nt	-6	-4	6	-4
10	CCN(CC)S(=O)(=O)c1ccc(Cl)c(C(=O)Nc2nnc(C)s2)c1
 : 0.3	12	0	-0.1	-5	-4	2	0	-11
11	Fc1ccc(Nc2ccc3ccccc3n2)c(F)c1
 : 0.9	0	4	-4.2	-10	-4	4	3	-8
12	COc1ccc2c(c1)C=CC1(O2)N(CCO)c2ccccc2C1(C)C (centres undefined)
 : 0.7	15	-6	3.1	-21	17	-7	6	-13
13	COc1cc(OC)cc(-c2cc(N)n(S(=O)(=O)Cc3ccccc3)n2)c1
 : 0.6	13	nt	-0.8	-11	3	22	-1	nt
14	COc1ccc(NC(=O)CCCC(=O)c2ccccc2)cc1OC
 : 0.7	-2	-5	-1.0	3	0	-2	1	2
15	COCCCNC(=O)c1ccc(Cn2c(SCc3ccc(F)cc3)nc3cccnc32)cc1
 : nt	13	-5	-0.7	nt	9	-9	6	6
16	Cc1ccc(S(=O)(=O)Nc2ccc(C(=O)NCCCn3ccnc3)cc2)cc1[N+](=O)[O-]
 : nt	-12	-1	-0.2	nt	-8	-2	1	-7
17	Cc1ccc(NC(=O)Nc2nnc(-c3ccccc3)o2)cc1
 : -0.3	11	0	1.3	-20	4	5	2	-4
18	CCSc1nnc(NC(=O)CCNS(=O)(=O)c2ccccc2F)s1
 : 0.2	-13	-1	0.2	2	-2	2	0	-3
19	Nc1nc(=S)c2ncn(C3OC(CO)C(O)C3O)c2[nH]1 (centres undefined)
 : -0.6	8	1	0.9	4	9	7	3	-4
20	CCOC(=O)C(=CNc1ccc(Oc2cccnc2)nc1)C(=O)OCC
 : 1.9	-3	-10	0.6	-4	-3	2	4	nt
21	CC(=NC1CCCC1)c1c(C)[nH]n(-c2nc3ccccc3s2)c1=O
 : 0.0	1	1	-0.1	0	1	-6	0	7
22	COc1cc(CNc2ccc3[nH]c(=O)[nH]c3c2)ccc1OCC(=O)NC(C)(C)C
 : 0.3	-8	-1	0.8	10	-3	6	1	-12
23	CN(C)c1cc[n+](CC(=O)c2ccc(OC(F)F)cc2)cc1
 : 0.8	7	0	-0.1	4	2	6	7	-11
24	O=C(CCCCCCCC(=O)c1ccccc1)c1ccccc1
 : 1.2	-20	-3	0.2	-12	2	2	1	-5
25	CC(C)(C)NS(=O)(=O)c1ccc2nc(NC(=O)c3cccnc3)sc2c1
 : 0.5	8	3	0.0	nt	-5	-8	4	0
26	O=C(NC(NC1CCS(=O)(=O)C1)C(=O)c1cccs1)c1ccccc1 (centres undefined)
 : 2.5	-1	-2	-0.9	-15	4	nt	1	-2
27	COc1ccc(-c2nc(-c3ccccn3)ncc2S(C)(=O)=O)cc1
 : 2.0	0	-4	0.4	-13	-6	-2	2	-16
28	O=C(CSc1nnnn1C1CCCC1)Nc1ccc2c(c1)OCO2
 : 0.5	-3	3	-0.6	-5	1	-8	3	8
29	CN(NC(=O)c1ccccc1Cl)c1ncc(C(F)(F)F)cc1Cl
 : -1.0	-10	1	0.2	11	5	6	0	-6
30	Cc1ccc(S(=O)(=O)N(C)C)cc1NC(=O)c1c(-c2c(F)cccc2Cl)noc1C
 : 0.3	1	-4	-1.6	-28	-4	-4	5	-3
31	COc1ccccc1CNc1ccc(-c2nc(-c3ccccc3C)no2)cc1[N+](=O)[O-]
 : 2.4	-11	-3	1.5	nt	-5	-9	24	nt
32	O=C(Nc1ccc(Cl)c(Cl)c1)Nc1ccc(Br)cc1F
 : 0.5	-22	10	1.2	-5	3	-10	19	-1
33	COc1ccc(CC(C)CC(=O)Nc2ccc(OC)cc2)cc1 (centres undefined)
 : 0.8	-6	-8	-0.5	6	1	7	1	7
34	Cc1ccc(C)c2[nH]c(=O)c(CN(Cc3ccco3)C(=O)Nc3ccccc3)cc12
 : 0.8	0	-1	-1.3	-13	12	3	2	10
35	O=c1c2cc(-c3ccccc3)sc2nc2n1CCC2
 : 1.1	-8	5	0.8	17	0	-5	4	nt
36	S=c1[nH]nc(-c2ccco2)n1/N=C/c1ccc(Cl)cc1Cl
 : 1.0	-16	1	-0.6	10	0	-4	1	4
37	Cc1c(Cl)cccc1NC(=O)C1=COCCO1
 : nt	-11	-2	-0.4	nt	-8	nt	1	-6
38	O=C(Cn1cnc2ccccc2c1=O)Nc1ccc2c(c1)OCO2
 : -0.4	7	-3	-0.5	-16	-1	-6	2	-5
39	CC1CCCN(C(=O)C2CCC(CNc3c(N4CCCCC4)c(=O)c3=O)CC2)C1 (centres undefined)
 : 0.4	3	-10	0.3	20	-6	4	1	9
40	Cc1c(-c2nnc(SCC(=O)O)n2-c2ccccc2Br)nnn1-c1ccccc1
 : 0.8	4	0	0.7	-11	0	3	0	-6
41	CC(=O)N1CCN(Cc2nc(-c3cccc(Cl)c3)no2)CC1
 : 0.0	-2	-9	0.1	2	-6	-11	7	27
42	CSc1ncc(CN2CCc3c([nH]c4ccccc34)C2C(C)(C)C)cn1 (centres undefined)
 : 0.3	0	3	0.6	-9	-5	9	3	-29
43	CCCN1C(=O)/C(=C\c2ccncc2)SC1=Nc1ccccc1
 : 2.5	1	0	0.4	4	3	3	29	-19
44	CC1(C)CC(=O)C(N=Nc2c(Cl)cc(Cl)cc2Cl)=C(O)C1
 : -0.4	-10	-2	-0.1	2	19	-2	1	10
45	CCOC(=O)c1cc(-c2ccccc2)n(CC2CC(c3ccc(OC)cc3)=NO2)n1 (centres undefined)
 : -1.1	-2	-6	-0.3	16	-8	-9	2	nt

10 compounds out of the list, arranged by molar mass, descending.
Order of values – D2 agonist	D1 antagonist	D1 potentiator	TRHR ag	D2 antag	TRHR PAM	D2 PAM	D1 agonist	RXFP1 antagonist
31	COc1ccccc1CNc1ccc(-c2nc(-c3ccccc3C)no2)cc1[N+](=O)[O-]
 : 2.4	-11	-3	1.5	nt	-5	-9	24	nt
45	CCOC(=O)c1cc(-c2ccccc2)n(CC2CC(c3ccc(OC)cc3)=NO2)n1 (centres undefined)
 : -1.1	-2	-6	-0.3	16	-8	-9	2	nt
34	Cc1ccc(C)c2[nH]c(=O)c(CN(Cc3ccco3)C(=O)Nc3ccccc3)cc12
 : 0.8	0	-1	-1.3	-13	12	3	2	10
32	O=C(Nc1ccc(Cl)c(Cl)c1)Nc1ccc(Br)cc1F
 : 0.5	-22	10	1.2	-5	3	-10	19	-1
36	S=c1[nH]nc(-c2ccco2)n1/N=C/c1ccc(Cl)cc1Cl
 : 1.0	-16	1	-0.6	10	0	-4	1	4
43	CCCN1C(=O)/C(=C\c2ccncc2)SC1=Nc1ccccc1
 : 2.5	1	0	0.4	4	3	3	29	-19
41	CC(=O)N1CCN(Cc2nc(-c3cccc(Cl)c3)no2)CC1
 : 0.0	-2	-9	0.1	2	-6	-11	7	27
33	COc1ccc(CC(C)CC(=O)Nc2ccc(OC)cc2)cc1 (centres undefined)
 : 0.8	-6	-8	-0.5	6	1	7	1	7
35	O=c1c2cc(-c3ccccc3)sc2nc2n1CCC2
 : 1.1	-8	5	0.8	17	0	-5	4	nt
37	Cc1c(Cl)cccc1NC(=O)C1=COCCO1
 : nt	-11	-2	-0.4	nt	-8	nt	1	-6

Next section
Order of values – D2 agonist	D1 antagonist	D1 potentiator	TRHR ag	D2 antag	TRHR PAM	D2 PAM	D1 agonist	RXFP1 antagonist
46	COc1ccc(NC(=O)CN(c2ccccc2C)S(C)(=O)=O)c(OC)c1
 : 0.9	7	-2	0.2	0	31*	-6	1	2
47	S=C(Nc1ccccc1)N1CCN(C(=S)Nc2ccccc2)CC1
 : -0.1	-18	-2	1.1	-15	-2	3	2	nt
48	CN(C)C(=O)c1ccc(NC(=O)COC(=O)C2=COCCO2)cc1
 : 1.0	-20	-4	0.2	-17	-7	-5	0	-2
49	CCCCN(C(=O)c1ccc(OC)c([N+](=O)[O-])c1)c1c(N)n(CCC)c(=O)[nH]c1=O
 : 1.1	-4	4	0.7	3	5	7	3	-2
50	Cc1oc(-c2ccc(F)cc2)nc1CN(Cc1ccccn1)CC1CCCO1 (centres undefined)
 : nt	-8	-5	-0.1	nt	8	-8	1	8
51	CCOC(=O)c1c(NC(=O)OC)sc(C(=O)N(CC)CC)c1C
 : 0.0	-4	0	-0.6	11	-1	-8	3	-4
